Assay outcomes from PubChem.
Insulin prom up: MIN6 insulin promoter up-regulation; MIN6 insulin promoter-GFP reporter, high-content imaging; active compounds read high; z-score at 5 µM; actives 0.3% (n = 190,000);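 active means z-score above 3 at 5 µM with at least 500 cells counted in the well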
NOD1 NF-kB reporter: NOD1 signaling inhibitors, primary screen, cell-based, luminescence, uHTS (AID 1578) | NOD1-driven NF-kB luciferase reporter cells, luminescence; higher % means a stronger effect | inhibition, % at 4 µM; hits with a dose series show EC50 in µM | actives 1% (n = 290,000); in the data active means inhibition mostly above about 36%, no sharp cut-off; inactive means mostly below about 34%;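 further: HEK-293T reporter cells stimulated with the NOD1 agonist gamma-tri-DAP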
NOD2 inhibition: inhibition of NOD2-driven NF-kB reporter – cell-based, luminescence, uHTS, HEK293 (AID 1566); HEK293 NOD2/NF-kB luciferase reporter, luminescence; higher % means a stronger effect; inhibition, % at 4 µM; hits with a dose series show EC50 in µM; actives 0.63% (n = 290,000); in the data active means inhibition above about 50%; further: many of its hits are not listed in these tables
bCat nuc transl: modulators of beta-catenin nuclear translocation. nuclear translocation activity, % at 5 µM. actives 0.3% (n = 190,000). HeLa beta-catenin nuclear translocation, immunofluorescence imaging;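 active means nuclear translocation activity above 50% at 5 µM, with a well cell count of 50 or more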;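 further: per-cell ratio of nuclear to cytoplasmic median beta-catenin stain intensity; plate controls were DMSO negative control for no effect and GSK-3 inhibitor IX positive control for full effect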
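Technique: fluorescence imaging of beta-catenin antibody stain plus DAPI / Material: human HeLa cell line / Incubation: compound treatment 24 h, 37°C, 5% CO2 / Read-out basis: % activation of per-cell nuclear versus cytoplasmic median beta-catenin signal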
Autophagy mod: modulators of autophagy | MEF GFP-LC3 puncta imaging; test concentration mostly 10 µM | calls only at 10 µM (by protocol) | actives 0.98% (n = 190,000);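 active means percentage of spot-positive cells more than 3 SD above its plate mean, without a fluorescence outlier flag or 80% toxicity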;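 further: spot-positive cell cutoff set from DMSO-treated cells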
Dynein cargo inh: dynein cargo transport inhibition. z-score, hits read low. actives 0.47% (n = 220,000). 3617.4 mouse cells, GR-EGFP nuclear translocation imaging; test concentration mostly 20 µM; stimulated with dexamethasone, 1 µM; active compounds read low. AID 1381;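 active means plate z-score of nuclear minus cytoplasmic receptor signal below a set negative limit, without overly bright fluorescence or cell loss, cut at about -3.5 in these data, passing the limit was not always enough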;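 further: z-score of nuclear minus cytoplasmic ring GR-EGFP intensity difference per well; some compounds called inactive have numbers as strong as hits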
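Schedule: 48 h induction, then 1 h compound, then 30 min agonist, 37 °C. Buffer or medium: tetracycline-free induction medium containing charcoal-stripped FBS. Reagent: 1.0 µM final dexamethasone stimulus. Evaluation: nuclear versus cytoplasmic GR-EGFP signal, averaged per well. Signal: high-content fluorescence imaging after fixation.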
Yfh1-depleted yeast: enhancers of respiration in Yfh1-depleted yeast, dose response, Friedreich's ataxia, plus single-dose screen (AID 1465); actives 0.074% (n = 220,000); S. cerevisiae Yfh1-off respiration, WST-1 reduction, 72 h; higher fold induction means a stronger effect; fold induction at 50 µM, or EC50 in µM where a hit was titrated;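 active means fold induction of absorbance versus untreated yeast above a set limit, then at least 30% activation at any dose in follow-up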;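 further: activators that raise dye reduction in frataxin-depleted yeast; strong numbers were not always called active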
MT stabilize HCS: stabilizes microtubules in HeLa cells | HeLa tubulin immunostaining HCS, 24 h; share of cells brighter than vehicle mean+2SD | % tubulin-high responders, % at 10 µM | actives 0.83% (n = 200,000) | AID 2205;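 active means plate Z-score above 3 for both tubulin-high and condensed-nucleus cell shares, with cell loss under 80%, at 10 µM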;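 further: anti alpha tubulin signal scored within the nucleus-defined area of each cell; some results filed as inactive read as strong as hits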
P. falciparum M17LAP: P. falciparum M17LAP inhibitors, primary screen, biochemical, fluorogenic H-Leu-NHMec substrate, 1536-well (AID 1619). recombinant M17LAP, H-Leu-NHMec fluorogenic kinetic assay; higher % means a stronger effect. inhibition, % at 30 µM, or IC50 in µM where a hit was titrated. actives 0.38% (n = 220,000);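 active means compound inhibiting the enzyme by more than half at any dose during confirmatory dose-response retesting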;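 further: plate controls were full reaction with DMSO carrier for no effect and no enzyme background for full effect; strong numbers were not always called active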
Dynein cargo inh cytoplasmic EGFP: second read-out of Dynein cargo inh, no call of its own (marks repeat the call); z-score; measured here: cytoplasmic GR-EGFP intensity; active compounds read high
Dynein cargo inh nuclear GR-EGFP: recorded beside Dynein cargo inh, whose call it bears; z-score; measured here: nuclear GR-EGFP intensity;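 lower value marks the stronger effect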
Dynein cargo inh cell count: also measured in Dynein cargo inh; calls as there; z-score; measured here: cell count per field
Insulin prom up cell count: second read-out of Insulin prom up, no call of its own (marks repeat the call); cell count; measured here: cytotoxicity, nuclei count;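 total cells summed across four imaged fields per well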
bCat nuc transl cell count 5 µM: second read-out of bCat nuc transl, no call of its own (marks repeat the call); cell count; measured here: cell count, cytotoxicity flag
MT stabilize HCS Hoechst-high %: recorded beside MT stabilize HCS, whose call it bears; % Hoechst-high responders; measured here: nuclear condensation Hoechst responders;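 share of cells brighter than vehicle mean plus two SD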
MT stabilize HCS cytotoxicity %: second read-out of MT stabilize HCS, no call of its own (marks repeat the call); toxicity, %; measured here: cytotoxicity by cell density;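 0% = mean cell density of plate MIN control wells and 100% = no cells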
Autophagy mod cell loss 18 h: second read-out of Autophagy mod, no call of its own (marks repeat the call); toxicity, %; measured here: cell loss, nuclei count;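 cell loss after 18 h compound exposure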
Numbers without * were called inactive. The list is partial; count on the stated rates, not on these rows.

CNc1nc(Nc2ccc(C)c(Cl)c2)nc(N)c1[N+](=O)[O-] was read as Insulin prom up -1.8, NOD1 NF-kB reporter -32%, NOD2 inhibition -67%, bCat nuc transl 4.4, Autophagy mod inactive, Dynein cargo inh -1.5, Yfh1-depleted yeast inactive, MT stabilize HCS 6.4, P. falciparum M17LAP 4%, Dynein cargo inh cytoplasmic EGFP -0.15, Dynein cargo inh nuclear GR-EGFP -0.89, Dynein cargo inh cell count 0.4, Insulin prom up cell count 1290, bCat nuc transl cell count 5 µM 576, MT stabilize HCS Hoechst-high % 1.0, MT stabilize HCS cytotoxicity % 18 and Autophagy mod cell loss 18 h -2.
COC(Cc1nnc(SC)n1-c1ccccc1)OC was read as Insulin prom up 0.45, NOD1 NF-kB reporter 0%, NOD2 inhibition 12%, bCat nuc transl -2.3, Autophagy mod inactive, Dynein cargo inh -0.56, Yfh1-depleted yeast inactive, MT stabilize HCS 3.5, P. falciparum M17LAP 8%, Dynein cargo inh cytoplasmic EGFP -0.25, Dynein cargo inh nuclear GR-EGFP 0.25, Dynein cargo inh cell count 1.6, Insulin prom up cell count 1471, bCat nuc transl cell count 5 µM 1412, MT stabilize HCS Hoechst-high % 2.6, MT stabilize HCS cytotoxicity % 5.8 and Autophagy mod cell loss 18 h -27.
For Cc1cccc(OCC(=O)N2CCC(N3CCCCCC3)CC2)c1 the results were Insulin prom up 0.13, NOD1 NF-kB reporter -45%, NOD2 inhibition 3%, bCat nuc transl -1.3, Autophagy mod inactive, Dynein cargo inh 0.32, Yfh1-depleted yeast inactive, MT stabilize HCS 4.7, P. falciparum M17LAP 9%, Dynein cargo inh cytoplasmic EGFP -0.1, Dynein cargo inh nuclear GR-EGFP 0.75, Dynein cargo inh cell count -1.6, Insulin prom up cell count 1529, bCat nuc transl cell count 5 µM 1383, MT stabilize HCS Hoechst-high % 3.7, MT stabilize HCS cytotoxicity % 9.6 and Autophagy mod cell loss 18 h -8.
Cc1[nH][nH]c(=O)c1C(c1ccc(-c2ccc(Cl)c(Cl)c2)o1)c1c(C)[nH][nH]c1=O was read as Insulin prom up 0.44, NOD1 NF-kB reporter -9%, NOD2 inhibition -2%, Autophagy mod inactive, Dynein cargo inh -1.8, Yfh1-depleted yeast inactive, MT stabilize HCS 1.7, P. falciparum M17LAP 39%, Dynein cargo inh cytoplasmic EGFP 0.13, Dynein cargo inh nuclear GR-EGFP -0.61, Dynein cargo inh cell count 0.034, Insulin prom up cell count 818, MT stabilize HCS Hoechst-high % 0.4, MT stabilize HCS cytotoxicity % 14 and Autophagy mod cell loss 18 h -5.
COc1ccc(-c2nc(CS(=O)CC(=O)NCCCN3CCCC3)c(C)o2)cc1OC (stereo not given) was read as Insulin prom up 1.1, NOD1 NF-kB reporter 1%, NOD2 inhibition -13%, bCat nuc transl 0.1, Autophagy mod inactive, Dynein cargo inh -0.23, Yfh1-depleted yeast inactive, MT stabilize HCS 5.9, P. falciparum M17LAP 8%, Dynein cargo inh cytoplasmic EGFP -0.29, Dynein cargo inh nuclear GR-EGFP 0.048, Dynein cargo inh cell count -0.16, Insulin prom up cell count 1071, bCat nuc transl cell count 5 µM 800, MT stabilize HCS Hoechst-high % 4.4, MT stabilize HCS cytotoxicity % 7.7 and Autophagy mod cell loss 18 h 1.
For Cc1coc2cc3oc(=O)c4c(c3cc12)CCCC4 the results were Insulin prom up 0.17, NOD1 NF-kB reporter -30%, NOD2 inhibition -24%, bCat nuc transl -2.6, Autophagy mod inactive, Dynein cargo inh -0.52, Yfh1-depleted yeast inactive, MT stabilize HCS 5.0, P. falciparum M17LAP -4%, Dynein cargo inh cytoplasmic EGFP -0.26, Dynein cargo inh nuclear GR-EGFP 0.12, Dynein cargo inh cell count 0.6, Insulin prom up cell count 1141, bCat nuc transl cell count 5 µM 877, MT stabilize HCS Hoechst-high % 1.7, MT stabilize HCS cytotoxicity % 1.5 and Autophagy mod cell loss 18 h 9.
Screening COc1ccccc1CNc1ncnc2c1nnn2Cc1ccccc1 returned NOD1 NF-kB reporter -6%, NOD2 inhibition 17%, Autophagy mod inactive, Dynein cargo inh 0.8, Yfh1-depleted yeast inactive, MT stabilize HCS 3.3, P. falciparum M17LAP -9%, Dynein cargo inh cytoplasmic EGFP -0.35, Dynein cargo inh nuclear GR-EGFP 0.55, Dynein cargo inh cell count -0.14, MT stabilize HCS Hoechst-high % 2.1, MT stabilize HCS cytotoxicity % 1.2 and Autophagy mod cell loss 18 h -2.
Screening O=C1Nc2c(c(=O)[nH]c(=O)n2-c2ccccc2)C1(Nc1ncccn1)C(F)(F)F (stereo not given) returned Insulin prom up 0.46, NOD1 NF-kB reporter -8%, NOD2 inhibition 16%, bCat nuc transl -0.2, Autophagy mod inactive, Dynein cargo inh 0.64, Yfh1-depleted yeast inactive, MT stabilize HCS 3.3, P. falciparum M17LAP -8%, Dynein cargo inh cytoplasmic EGFP -0.25, Dynein cargo inh nuclear GR-EGFP 0.44, Dynein cargo inh cell count -0.34, Insulin prom up cell count 1720, bCat nuc transl cell count 5 µM 1022, MT stabilize HCS Hoechst-high % 2.5, MT stabilize HCS cytotoxicity % 6.0 and Autophagy mod cell loss 18 h -2.
Screening O=C(C[n+]1ccc2ccccc2c1)c1cccc2ccccc12 returned Insulin prom up 0.09, NOD1 NF-kB reporter -24%, NOD2 inhibition 2%, bCat nuc transl 1.7, Autophagy mod inactive, Dynein cargo inh 0.43, Yfh1-depleted yeast inactive, MT stabilize HCS 2.4, P. falciparum M17LAP 10%, Dynein cargo inh cytoplasmic EGFP -0.34, Dynein cargo inh nuclear GR-EGFP -0.14, Dynein cargo inh cell count -0.23, Insulin prom up cell count 956, bCat nuc transl cell count 5 µM 1062, MT stabilize HCS Hoechst-high % 1.1, MT stabilize HCS cytotoxicity % 7.1 and Autophagy mod cell loss 18 h 28.
CCCc1cc(=O)n2[nH]c(C)cc2n1 was read as Insulin prom up 0.73, NOD1 NF-kB reporter 16%, NOD2 inhibition 16%, bCat nuc transl -0.3, Autophagy mod inactive, Dynein cargo inh -0.6, Yfh1-depleted yeast inactive, MT stabilize HCS 3.3, P. falciparum M17LAP -2%, Dynein cargo inh cytoplasmic EGFP -0.22, Dynein cargo inh nuclear GR-EGFP -0.46, Dynein cargo inh cell count 0.54, Insulin prom up cell count 1939, bCat nuc transl cell count 5 µM 1115, MT stabilize HCS Hoechst-high % 2.3, MT stabilize HCS cytotoxicity % 1.9 and Autophagy mod cell loss 18 h -3.
`O=C(c1ccco1)N1CCN(Cc2nc3ccc([N+](=O)[O-])cc3c(=O)n2-c2ccccc2F)CC1` gave Insulin prom up -1.1, NOD1 NF-kB reporter 0%, NOD2 inhibition 22%, Autophagy mod inactive, Dynein cargo inh 0.018, Yfh1-depleted yeast inactive, MT stabilize HCS 3.7, P. falciparum M17LAP 9%, Dynein cargo inh cytoplasmic EGFP -0.064, Dynein cargo inh nuclear GR-EGFP -0.13, Dynein cargo inh cell count 0.72, Insulin prom up cell count 857, MT stabilize HCS Hoechst-high % 1.5, MT stabilize HCS cytotoxicity % 19 and Autophagy mod cell loss 18 h -6.
O=c1c2c3c(sc2nc(NCCOCCO)n1Cc1ccco1)CCCCC3 was read as Insulin prom up -0.45, NOD1 NF-kB reporter -5%, NOD2 inhibition 4%, bCat nuc transl -0.2, Dynein cargo inh -0.63, Yfh1-depleted yeast inactive, P. falciparum M17LAP -2%, Dynein cargo inh cytoplasmic EGFP -0.24, Dynein cargo inh nuclear GR-EGFP 0.093, Dynein cargo inh cell count 0.8, Insulin prom up cell count 1074 and bCat nuc transl cell count 5 µM 1286.
For CC(c1nc2ccccc2c(=O)[nH]1)N1CCN(C)CC1 (stereo not given) the results were Insulin prom up -0.3, NOD1 NF-kB reporter -42%, NOD2 inhibition 10%, bCat nuc transl -7.5, Autophagy mod inactive, Dynein cargo inh 0.91, Yfh1-depleted yeast inactive, MT stabilize HCS 3.1, P. falciparum M17LAP 5%, Dynein cargo inh cytoplasmic EGFP -0.19, Dynein cargo inh nuclear GR-EGFP 0.76, Dynein cargo inh cell count -0.28, Insulin prom up cell count 944, bCat nuc transl cell count 5 µM 1275, MT stabilize HCS Hoechst-high % 1.3, MT stabilize HCS cytotoxicity % 12 and Autophagy mod cell loss 18 h 33.
`NC(=O)CSc1nnc(-c2ccc(S(=O)(=O)N3CCCC3)cc2)n1Cc1ccco1` gave Insulin prom up 0.14, NOD1 NF-kB reporter -4%, NOD2 inhibition 1%, bCat nuc transl -4.5, Autophagy mod inactive, Dynein cargo inh -0.0078, Yfh1-depleted yeast inactive, MT stabilize HCS 5.0, P. falciparum M17LAP 0%, Dynein cargo inh cytoplasmic EGFP -0.36, Dynein cargo inh nuclear GR-EGFP -0.096, Dynein cargo inh cell count 0.59, Insulin prom up cell count 1448, bCat nuc transl cell count 5 µM 925, MT stabilize HCS Hoechst-high % 3.5, MT stabilize HCS cytotoxicity % 4.9 and Autophagy mod cell loss 18 h 9.
Screening N#Cc1c(C#N)c(O)c2ccccc2c1O returned Insulin prom up -0.2, NOD1 NF-kB reporter -1%, NOD2 inhibition 20%, bCat nuc transl -3.9, Dynein cargo inh -0.049, Yfh1-depleted yeast inactive, P. falciparum M17LAP 1%, Dynein cargo inh cytoplasmic EGFP -0.25, Dynein cargo inh nuclear GR-EGFP -0.06, Dynein cargo inh cell count 0.22, Insulin prom up cell count 1358 and bCat nuc transl cell count 5 µM 1147.
